Yeast superoxide: yeast age-related superoxide inhibition as caloric restriction mimetic; S. cerevisiae aged cells, superoxide DHE fluorescence; stronger effect = lower value; superoxide response (% of plate mean), % at 10 µM; hit rate 0.18% among 330,000;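 active = superoxide response under a set limit, about three screen SD below normal, cut at about 65% in these data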;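 also: yeast aged for seven days with compound at 30 °C before DHE staining; 100% = average MFI of all compound-treated wells on the plate with controls excluded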
JMJD2C inh: human JMJD2C demethylase inhibition; GST-JMJD2C(1-420) H3K9me3 demethylation, DELFIA europium; inhibition, % at 2.35 µM; hit rate 0.069% among 330,000; AID 2099; Q9H3R0;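 active = more than half of a compound's replicate wells show inhibition beyond 50%, single wells judged on their own value; inconclusive = some, but no more than half, of replicates pass 50% inhibition; inactive = no replicate passes 50% inhibition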;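 also: signal counts dimethyl H3K9 product captured on neutravidin plate; 0% = median of DMSO wells and 100% = 0.3 times that DMSO median; strong numbers were not always called active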
Target sequence (Q9H3R0 1-420 limits assumed): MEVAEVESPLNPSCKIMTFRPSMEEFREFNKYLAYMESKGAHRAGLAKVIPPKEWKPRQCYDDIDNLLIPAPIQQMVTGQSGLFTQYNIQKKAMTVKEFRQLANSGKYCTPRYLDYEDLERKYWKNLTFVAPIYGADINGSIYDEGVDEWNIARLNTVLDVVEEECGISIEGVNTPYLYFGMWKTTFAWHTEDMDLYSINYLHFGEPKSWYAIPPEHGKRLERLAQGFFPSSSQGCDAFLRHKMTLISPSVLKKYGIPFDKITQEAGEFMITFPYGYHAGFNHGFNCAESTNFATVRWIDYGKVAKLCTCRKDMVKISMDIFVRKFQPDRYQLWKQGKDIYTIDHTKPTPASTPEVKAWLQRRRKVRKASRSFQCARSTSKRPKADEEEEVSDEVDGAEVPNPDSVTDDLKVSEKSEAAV
EBNA-1 inh: blocks EBNA-1 binding to DNA; EBNA-1 DNA binding, fluorescence polarization; inhibition, % at 14.8 µM; hit rate 0.34% among 300,000; AID 1950; in the data active = inhibition above about 28%
PP5 inh: PP5 (human) phosphatase inhibition; purified PP5c, OMFP substrate fluorescence; inhibition, % at 6.7 µM; hit rate 0.18% among 320,000; AID 1987;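 active = inhibition above the campaign's mean inhibition across all tested compounds plus 3 SD, cut at about 9.5% in these data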;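 also: 0% = DMSO only and 100% = 100 µM cantharidin control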
Target sequence (P53041 whole entry, looked up): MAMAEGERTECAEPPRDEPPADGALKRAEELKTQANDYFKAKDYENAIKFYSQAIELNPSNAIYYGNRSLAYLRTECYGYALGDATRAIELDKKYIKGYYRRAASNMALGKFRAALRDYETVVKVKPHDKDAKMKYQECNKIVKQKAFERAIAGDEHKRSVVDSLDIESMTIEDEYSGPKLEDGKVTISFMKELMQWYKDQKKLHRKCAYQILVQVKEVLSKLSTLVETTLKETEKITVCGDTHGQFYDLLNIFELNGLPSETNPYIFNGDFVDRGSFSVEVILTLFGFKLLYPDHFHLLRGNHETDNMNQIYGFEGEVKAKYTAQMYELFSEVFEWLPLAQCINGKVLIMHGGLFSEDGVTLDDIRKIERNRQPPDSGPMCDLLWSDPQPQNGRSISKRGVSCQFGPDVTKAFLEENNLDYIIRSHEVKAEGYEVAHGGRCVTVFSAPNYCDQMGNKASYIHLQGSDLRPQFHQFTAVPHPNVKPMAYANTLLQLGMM
ZTA counter: counter-screen for EBNA-1 inhibitors: inhibitors of Epstein-Barr virus ZTA | P03206 | hit rate 0.15% among 320,000 | inhibition, % at 11 µM | ZTA-DNA binding, fluorescence polarization | AID 2234; in the data active = inhibition above about 33%
TPT1 inhibitor: blocks Candida albicans tRNA 2'-phosphotransferase; hit rate 0.81% among 300,000; inhibition, % at 5 µM; recombinant caTPT1, FP RNA substrate dephosphorylation; AID 1962;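 active = inhibition above the mean of all tested compounds plus 3 SD, set per screening campaign, cut at about 24% in these data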;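 also: plate controls were DMSO alone for no effect and ferristatin control at 100 nM for full effect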
HCV core dimer: blocks dimerization of HCV core protein; TR-FRET GST/Flag-core106 dimerization, 1536-well; inhibition, % at 5 µM; hit rate 0.33% among 300,000;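 active = inhibition above the mean of all tested compounds plus 3 SD, set per screening campaign, cut at about 45% in these data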
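System: GST/Flag-tagged HCV core106 proteins. Incubation: compound-protein-antibody incubation 4 h at 22.5 °C. Technique: HTRF with 340 nm excitation, 617/671 nm emission. Medium: KF-containing HEPES buffer, pH 7.45, DTT, CHAPS, BSA. Read-out: inhibition (%) from 671 over 617 nm ratio. Also added: Eu(K)-anti-GST 90 ng/mL plus XL665-anti-Flag 1 µg/mL.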
Fh CTSL1 inh: counter-screen for PFM18AAP inhibitors: inhibitors of F. hepatica cathepsin L1 | hit rate 0.49% among 300,000 | inhibition, % at 5.96 µM | recombinant F. hepatica cathepsin L1, Z-Leu-Arg-MCA fluorescence | AID 1906;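 active = inhibition above the mean of all tested compounds plus 3 SD, set per screening campaign, cut at about 17% in these data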;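 also: 0% = plate median of test compound wells and 100% = 1 µM Z-Phe-Ala-diazomethylketone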
PP1 inh: counter-screen for PP5 inhibitors: inhibitors of human PP1-alpha. purified PP1alpha, OMFP fluorescence. inhibition, % at 6.7 µM. P62136. hit rate 0.9% among 320,000;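 active = inhibition above the mean inhibition of all tested compounds plus 3 SD, computed separately for each screening campaign, cut at about 15% in these data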
* hit, by the source's call; ? = inconclusive; · = not tested or not shown.

Preview, four compounds:
SMILES	Yeast superoxide	JMJD2C inh	EBNA-1 inh	PP5 inh	ZTA counter	TPT1 inhibitor	HCV core dimer	Fh CTSL1 inh	PP1 inh
O=C(NCc1ccccn1)Nc1ccc(Br)cc1	75.1	6.4	3.0	-0.2	-2.5	2.4	0.2	1.7	4.6
CCOC(=O)Cn1c(C(=O)OCC)cc2sccc21	103.7	-1.9	-16.8	3.9	-3.8	2.0	-2.9	-1.4	-2.4
COc1ccc(OCC(=O)OC(C)CN2CCOCC2)cc1 (configuration not stated)	101.0	1.2	1.4	2.4	-9.9	-0.3	-7.5	-3.2	0.6
Cc1cccc(NC(=S)N/N=C/c2cccc([N+](=O)[O-])c2)c1	110.9	-1.5	-9.0	5.5	-2.5	1.7	4.7	5.4	1.4

The list itself, from the first entry:
SMILES	Yeast superoxide	JMJD2C inh	EBNA-1 inh	PP5 inh	ZTA counter	TPT1 inhibitor	HCV core dimer	Fh CTSL1 inh	PP1 inh
O=C(NCc1ccccn1)Nc1ccc(Br)cc1	75.1	6.4	3.0	-0.2	-2.5	2.4	0.2	1.7	4.6
CCOC(=O)Cn1c(C(=O)OCC)cc2sccc21	103.7	-1.9	-16.8	3.9	-3.8	2.0	-2.9	-1.4	-2.4
COc1ccc(OCC(=O)OC(C)CN2CCOCC2)cc1 (configuration not stated)	101.0	1.2	1.4	2.4	-9.9	-0.3	-7.5	-3.2	0.6
Cc1cccc(NC(=S)N/N=C/c2cccc([N+](=O)[O-])c2)c1	110.9	-1.5	-9.0	5.5	-2.5	1.7	4.7	5.4	1.4
CCOc1ccccc1OCCCNCc1ccccc1	99.7	1.1	-4.4	2.4	-10.2	0.1	-4.3	-2.3	-4.3
Cc1ccc2cc(C#N)c(N3CCN(C(=O)c4ccccc4)CC3)nc2c1	103.3	0.8	3.1	2.6	-2.3	5.2	7.3	-1.0	0.7
Cc1ccc(N(C(=O)c2csnn2)C(C(=O)NC2CCCC2)c2ccccn2)c(C)c1 (configuration not stated)	110.8	-1.7	-19.3	3.6	4.7	3.2	-3.1	-0.8	4.7
Cc1cccc(C)c1NC(=O)Cn1c(=O)n(CCCC(=O)NCc2ccco2)c(=O)c2sccc21	98.0	-5.5	-1.4	-1.4	5.8	2.2	4.3	-0.5	-0.7
O=C(Nc1cccc(NC(=O)c2cccnc2Cl)c1)c1ccco1	99.1	12.1	5.7	1.5	0.7	-2.8	-2.6	2.2	-1.0
CC(=O)Nc1ccccc1-c1nc2cc(C#N)c(C#N)cc2[nH]c1=O	98.2	0.1	5.7	-0.1	9.5	-1.6	6.2	2.3	1.7
C=CCSc1nnc(-c2ccccc2N=Cc2c(C)[nH]n(-c3ccccc3)c2=O)c(=O)[nH]1	139.6	2.1	-4.7	-0.6	1.8	-1.9	2.4	5.2	-0.2
O=C(c1ccc(Br)cc1)c1cc2ccc(O)cc2oc1=O	109.6	-6.9	-24.2	2.9	-2.3	8.7	3.6	-0.1	5.8
COc1ccc(C(C#N)(CCC#N)CCC#N)cc1OC	83.4	10.6	13.3	0.4	-12.1	-1.5	-5.8	-2.8	-2.3
CC(C)(C)c1cc(C(=O)NNC(=O)c2ccc(C(F)(F)F)cc2)no1	90.7	20.3	-6.0	1.9	-8.8	-3.6	-6.2	-4.1	0.1
COc1ccc(SCCN2CC[C@@H](O)CCC2=O)cc1	94.9	-1.5	·	1.3	-2.4	·	·	·	-1.5
CCOC(=O)C(=O)N=Nc1c(O)[nH]c2ccccc12	96.7	-6.0	8.3	1.1	23.3	0.7	-5.3	2.0	-3.4
CCOC(=O)c1ccc(NC(=O)NNS(=O)(=O)c2cc(OC)ccc2OC)cc1	107.3	-22.5	-5.1	2.6	-22.9	-3.5	-16.9	-2.3	4.5
CC1(C)CC(=O)c2sc(NC(=O)c3ccc4ncsc4c3)nc2C1	130.5	6.2	0.9	3.4	-5.1	1.5	-0.9	0.8	-2.4
COC(=O)c1cccc(NC(=O)c2cccc([N+](=O)[O-])c2)c1	90.5	2.0	-5.9	2.1	-2.1	0.2	0.6	-1.3	2.1
Cc1cc(NC(=O)COC(=O)CCNS(=O)(=O)c2ccccc2)n(-c2ccccc2)n1	86.8	33.7	2.4	1.4	7.9	-1.2	-2.2	-12.1	-1.4
CNC(=S)NNC(=O)c1cc(C(C)(C)C)nn1Cc1ccc(F)cc1	106.3	-5.7	4.8	0.6	-7.4	-4.3	-1.8	2.0	-4.0
CCCCC(c1nnnn1CS(=O)(=O)c1ccc(C)cc1)N1CCN(C)CC1 (configuration not stated)	100.4	-20.1	-7.3	-1.4	14.2	5.0	-2.9	0.7	-3.3
O=C(CSc1nc2ccccc2n1-c1ccccc1)NCC1CCCO1 (configuration not stated)	97.6	25.2	-4.4	1.2	-13.1	-2.7	-5.7	-3.1	1.0
CCCCOc1ccc(C(=O)N(Cc2ccco2)C2CCS(=O)(=O)C2)cc1 (configuration not stated)	91.1	-3.8	1.4	-1.1	-4.5	1.4	0.3	2.0	-3.8
CCCCNCCOCCOc1ccc(Cl)cc1Br	123.3	-19.9	-10.7	1.6	-10.3	1.5	-6.1	0.3	-2.2
O=c1c2sccc2nc(SCc2ccc([N+](=O)[O-])cc2)n1Cc1ccccn1	107.9	0.5	-0.2	2.3	-1.1	1.9	11.8	0.2	3.6
CC(=O)Nc1ccc(S(=O)(=O)Nc2cccc(-c3csc(C)n3)c2)cc1	113.1	1.8	-1.0	0.9	13.6	-2.8	0.6	8.0	-2.2
Cc1ccc(CSc2nnc3ccc(-c4ccncc4)nn23)cc1	96.7	-1.2	-4.2	-2.9	10.0	-0.4	1.2	-0.2	-0.9
COC(=O)c1ccccc1NC(=O)c1cc2ncc(Br)cn2n1	97.4	0.5	5.9	1.4	11.5	0.4	13.7	-2.5	-1.8
O=C(Nc1cccc(S(=O)(=O)NC2=NCCC2)c1)c1ccccc1OC(F)F	95.5	16.1	7.1	2.1	-5.4	-2.4	3.4	-1.8	2.8
O=c1ccc(-c2ccc(S(=O)(=O)Nc3ccc(F)cc3)s2)n[nH]1	93.9	-8.2	-18.6	2.1	-14.9	-4.4	1.2	1.9	-0.3
CCOC(=O)c1oc2ccccc2c1CSc1nnnn1-c1ccccc1	91.5	-0.2	7.2	0.0	0.4	1.0	8.4	4.2	1.6
Cc1cc(Cl)c(OCCOCCN2CCN(C)CC2)c(Br)c1	97.4	-1.5	7.8	0.9	-8.4	-0.3	2.2	4.7	1.9
COc1cc(C2CC(c3cccnc3)=NN2c2ccc(F)cc2)cc(OC)c1OC (configuration not stated)	118.6	-4.2	-13.5	0.4	0.2	-0.7	-0.8	3.6	-3.1
CCC1C(O)=C(c2ccccn2)C(=N)N1c1ccccc1 (configuration not stated)	92.4	-1.8	2.3	0.2	-3.3	-1.7	4.6	16.4	1.8
CSCCC(NS(=O)(=O)c1ccc(C)cc1)C(=O)NCC(C)(C)N1CCOCC1 (configuration not stated)	86.9	11.8	·	1.3	2.1	·	·	·	-3.6
O=[N+]([O-])c1ccc2[nH]c(O)c(N=NC(=S)NCC3CCCO3)c2c1 (configuration not stated)	99.2	-2.5	2.2	-0.7	-9.7	-2.2	0.8	3.4	0.5
CCN(CC)C(=O)CSc1ncnc2sc(C)c(C)c12	80.5	9.9	-15.1	2.0	11.2	1.4	1.2	-1.3	0.5
Cc1ccc(S(=O)(=O)N2CCN(C(=O)COC(=O)C3CCC3)CC2)c(C)c1	102.4	0.7	2.3	0.1	8.1	1.2	-1.7	-13.6	-1.1
COc1ccccc1NC(=O)CCC(=O)N/N=C(/C)c1ccc(C)cc1	96.2	2.0	-1.7	0.6	-2.2	-2.3	3.6	-5.3	-1.0
CC(=O)NC1(C(F)(F)F)NC(=O)N(C2CCCCC2)C1=O (configuration not stated)	92.6	-2.7	-21.7	0.7	5.5	-4.8	-0.9	-2.2	-3.4
Cc1cc2cc(OCC(=O)O)ccc2n1C	107.0	-2.8	-9.2	-5.4	7.8	-5.8	-0.4	-1.8	-3.2
Fc1cccc(-c2cc3nc4c(c(N5CCC6(CC5)OCCO6)n3n2)CCCC4)c1	100.0	?	-8.4	3.8	-7.4	0.0	0.9	-10.8	-4.3
CCOCC(=O)Nc1ccc2c(c1)OCCO2	95.2	-5.1	-11.1	0.2	-4.1	-1.0	-3.9	-0.3	-2.2
COc1ccc(C)cc1NC(=O)CCN1CCCC1	96.1	-1.8	-10.9	1.2	-12.8	1.3	-1.3	0.2	2.6
Cc1ccc2nc(N3CCC(C(=O)NC4CCCCC4)CC3)sc2c1	108.3	-4.5	0.3	1.8	-1.6	-2.9	5.0	-1.6	-1.5
CC(C)c1c(C#N)c(N)nc(SCC(=O)c2cc3ccccc3oc2=O)c1C#N	92.7	-29.1	11.2	2.9	-6.5	4.6	3.2	2.4	5.3
CCOC(=O)c1cc(NC(=O)Nc2nccs2)c(C)nc1C	118.0	-3.0	-4.5	-0.8	-4.0	-3.2	-0.2	5.4	-4.2
CC(C)CCNC(=O)NC(=O)COc1ccccc1C#N	112.0	23.6	4.9	-0.6	-3.8	-2.5	1.0	3.7	-6.8
CCOc1ccc(NC(=O)CN2C(=O)COc3ccc(Cl)cc32)cc1	95.5	14.5	7.8	0.1	-5.9	4.2	0.4	-0.1	-1.0
COCCCNC(=O)CN(c1cc(Cl)ccc1OC)S(=O)(=O)c1ccc(C)c([N+](=O)[O-])c1	109.2	-5.4	-2.3	2.7	19.7	-1.8	14.1	0.2	-0.1
CC1=NN(Cc2ccccc2)C(=O)C1C(c1ccncc1)C(C#N)C#N (configuration not stated)	72.2	1.1	-11.6	0.3	-9.3	1.1	-0.6	0.1	2.3
COc1ccc(CCNC(=O)c2cc(-c3cc(Cl)cc(Cl)c3)oc2C)cc1	93.0	46.8	2.4	2.0	9.9	-0.2	4.3	-0.5	-2.8
Cc1ccc(-c2cc(NC(=O)c3ccccc3)on2)cc1	110.7	-9.9	9.9	-1.4	11.6	3.4	4.6	-6.3	-3.7
Cc1cccc(OCC(O)CNC(=O)c2ccccc2C(=O)O)c1 (configuration not stated)	105.7	-4.0	-2.7	-0.3	-1.7	-0.7	-4.9	-1.2	0.8
COc1ccc(CNc2oc(COc3ccc(Cl)cc3)nc2C#N)cc1	114.6	-3.0	-4.3	5.0	-4.8	1.2	3.0	0.1	3.6
CCOc1ncccc1C(=O)OCC(=O)Nc1cccc(S(N)(=O)=O)c1	97.8	-20.9	-5.5	0.8	-10.0	-2.0	-5.2	-14.8	-2.4
O=C(NNC1=NCCCCC1)c1ccccc1	92.2	1.9	8.2	1.4	-8.7	-1.6	0.6	-3.4	2.0
CN1CCN(c2ccc(C(CC(N)=O)NC(=O)Cc3ccc(Br)cc3)cc2[N+](=O)[O-])CC1 (configuration not stated)	105.3	-1.4	-5.7	2.7	-2.0	2.5	-1.4	-0.5	-1.8
Cc1cccc(N=Nc2c(C)[nH]n(C(N)=S)c2=O)c1C	111.3	-6.2	2.3	1.5	-4.4	-2.2	-6.8	1.4	-3.9

Screening data as filed in PubChem.
